Bioassay records (PubChem BioAssay)
D1 potentiator = Potentiators of Human D1 Dopamine Receptor: qHTS; D(1A) dopamine receptor (Homo sapiens), P21728; HEK293 TREx D1 cells, calcium flux, dopamine EC20 potentiation; potentiation, % at 10 µM; actives 0.036% (n = 360,000); in the data active = potentiation above about 30%; also: 0% is about no effect
Target sequence (P21728 whole entry, looked up): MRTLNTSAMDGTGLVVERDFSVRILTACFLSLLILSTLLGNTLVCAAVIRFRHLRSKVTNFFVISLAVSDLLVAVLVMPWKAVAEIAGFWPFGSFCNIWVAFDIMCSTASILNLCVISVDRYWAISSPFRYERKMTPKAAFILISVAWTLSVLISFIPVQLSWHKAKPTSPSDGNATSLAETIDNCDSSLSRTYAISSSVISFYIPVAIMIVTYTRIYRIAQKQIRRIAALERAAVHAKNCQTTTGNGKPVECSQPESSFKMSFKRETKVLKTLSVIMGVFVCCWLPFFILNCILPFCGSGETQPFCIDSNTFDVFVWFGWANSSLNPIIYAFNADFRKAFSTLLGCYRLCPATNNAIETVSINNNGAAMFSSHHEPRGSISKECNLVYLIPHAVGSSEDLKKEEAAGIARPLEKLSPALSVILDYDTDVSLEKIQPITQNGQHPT
Vif-APOBEC3G blk = qHTS for Inhibitors of Vif-A3G Interactions: qHTS; DNA dC->dU-editing enzyme APOBEC-3G (Homo sapiens), Q9HC16; AID 602310, 2012; actives 0.076% (n = 410,000); Potency, µM (highest dose often 46.1 µM), for the others: at the highest dose activity, negative = active, hits mostly inhibitors; HeLa A3G-eYFP + Vif (tagged APOBEC3G with the HIV-1 protein that degrades it), YFP fluorescence, overnight;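 also: potency is read from the fitted curve at half-maximal effect; % is scaled to controls: 0 for no effect and ±100 for the full control effect; nearly all actives have a fitted effect of over 60% in size; hits raise eYFP signal because A3G escapes Vif-driven loss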
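Read-out is eYFP fluorescence (Ex 488/Em 500-530) from Vif-expressing HeLa A3G-eYFP cells; more signal means A3G escaped Vif-mediated degradation. Cells plated overnight, compound pinned in, incubated overnight at 37 deg C.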
LDHA inh = qHTS assay for inhibitors of human lactate dehydrogenase | L-lactate dehydrogenase A chain (Homo sapiens), P00338 | purified LDHA, NADH/diaphorase-resazurin fluorescence; hits give low values | activity change, % (values are at about 110 or 230 µM) | actives 0.15% (n = 480,000) | AID 1347041, 2019; in the data active = activity change below about -30%; inconclusive = mostly about -25% to -30%;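 also: plate controls were DMSO wells for no effect and wells without enzyme for full effect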
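Resorufin fluorescence (ex540/em590), read at 0 and 20 min after diaphorase/resazurin addition, reports the NADH left after a 5 min room-temperature reaction of 2 nM human LDH5 with 0.06 mM NADH and 0.2 mM pyruvate.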
D1 antag = Antagonist of Human D 1 Dopamine Receptor: qHTS; D(1A) dopamine receptor (Homo sapiens), P21728; HEK293 TREx D1 cells, calcium flux, dopamine EC80; hits give low values; activity change, negative = inhibition, % at 10 µM; actives 3.2% (n = 360,000); in the data active = activity change below about -30%; also: % is scaled to controls: 0 for no effect and ±100 for the full control effect
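Tetracycline-induced HEK293 Trex D1 cells, force-coupled to calcium, dye-loaded; compounds added and read 180 s, then EC80 dopamine added and calcium flux tracked kinetically another 180 s.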
RXFP1 agonist = qHTS Assay for Agonists of the Relaxin Receptor RXFP1; Relaxin receptor 1 (Homo sapiens), Q9HBX9; HEK293T-RXFP1 cAMP TR-FRET, 30 min; response scale: percent of porcine relaxin response, buffer zero; Potency, µM (highest dose often 57.5 µM), for the others: at the top dose activation, actives largely listed as activators; actives 0.3% (n = 370,000); AID 2676, 2010; also: potency is read from the fitted curve at half-maximal effect; % is scaled to controls: 0 for no effect and ±100 for the full control effect; nearly all actives have a fitted effect of over 60% in size; many of its hits are not listed in these tables
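HEK293T cells stably expressing RXFP1 were pretreated with the PDE4 inhibitor Ro 20174, exposed to compounds for 30 min at 37C, lysed, and cAMP was read by TR-FRET. Data normalized to buffer (basal) and 29 nM porcine relaxin (100%).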
Glioma ERSR ind = qHTS for Inducers of the Endoplasmic Reticulum Stress Response (ERSR) in Human Glioma: qHTS | U87-MG GRP78 promoter luciferase reporter, 16 h | Potency, µM, inactives show top-dose activation, hits mostly activators | actives 0.02% (n = 420,000) | AID 602332, 2012; also: potency is read from the fitted curve at half-maximal effect; series mostly up to about 76 µM; % of control where 0% means no effect; nearly all actives have a fitted effect of over 35% in size
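Stably transfected U87-MG glioma cells carrying a GRP78-based luciferase sensor; 16 h compound incubation. Luminescence end-point read 10 min after Bright-Glo addition at room temperature.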
Vif-APOBEC3F blk = qHTS for Inhibitors of Vif-A3F Interactions: qHTS | HeLa A3F-eYFP + Vif (tagged APOBEC3F with the HIV-1 protein that degrades it), YFP fluorescence increase | Potency, µM (doses to about 46.1 µM), for the others: top-dose activity, negative = active | actives 0.2% (n = 390,000) | AID 602313, 2012; also: potency is read from the fitted curve at half-maximal effect; % of control where 0% means no effect; nearly all actives have a fitted effect of over 65% in size
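HeLa cells stably expressing A3F-eYFP plus Vif, plated and incubated overnight at 37 deg C, then exposed to compounds overnight at 37 deg C. Blocked degradation read as raised yellow fluorescence (Ex 488/Em 500-530).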
D1 agonist = Allosteric Agonists of the Human D1 Dopamine Receptor: qHTS; activation, % at 2 µM; D(1A) dopamine receptor (Homo sapiens), P21728; AID 504660, 2011; actives 1% (n = 360,000); HEK293 T-REx D1 cells, calcium flux, agonist mode; in the data active = activation above about 30%; also: 0% is about no effect
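Inducible HEK293 T-REx D1 cells, force-coupled to calcium signalling, were plated at 4000 cells/well with tetracycline and held overnight at 30 C. After no-wash calcium dye loading, compound-evoked calcium rise over 180 s flagged agonists.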
D2 PAM = HTS Assay for Positive Allosteric Modulators of the Human D2 Dopamine Receptor: Primary Screen for Potentiators; D(2) dopamine receptor (Homo sapiens), P14416; HEK293 T-REx D2, calcium flux, EC20 dopamine potentiation; potentiation, % at 10 µM; actives 0.34% (n = 340,000); AID 485347, 2010;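 active = potentiation over 3 SD above the plate norm, cut at about 30% in these data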; also: 0% is about no effect
Target sequence (P14416 whole entry, looked up): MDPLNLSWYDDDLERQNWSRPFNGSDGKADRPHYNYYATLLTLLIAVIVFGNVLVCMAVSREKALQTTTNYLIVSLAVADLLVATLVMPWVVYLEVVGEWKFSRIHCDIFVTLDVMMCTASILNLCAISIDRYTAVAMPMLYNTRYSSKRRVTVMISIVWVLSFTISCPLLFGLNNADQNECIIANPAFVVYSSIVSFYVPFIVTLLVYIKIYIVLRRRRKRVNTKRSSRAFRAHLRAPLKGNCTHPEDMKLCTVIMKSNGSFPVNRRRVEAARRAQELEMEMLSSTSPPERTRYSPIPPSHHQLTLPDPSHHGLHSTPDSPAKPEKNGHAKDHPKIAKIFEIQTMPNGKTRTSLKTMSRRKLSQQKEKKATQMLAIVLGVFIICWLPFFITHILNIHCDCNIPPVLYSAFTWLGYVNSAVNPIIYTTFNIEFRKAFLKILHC
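Primary screen. Calcium kinetics in induced HEK293 T-REx D2 cells: compound pre-addition 180 s, EC20 dopamine, 180 s more.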
* = called active by the depositor; ? = inconclusive; . = not tested or not shown; & = joins results of further samples. Unless noted, calls follow the shape of the dose curve; as a rule, active = well fitted curve in the direction sought with a large enough effect; inconclusive = small, poorly fitted or top-dose-only effect, or another doubt; inactive = no such curve, though single readings can be large; an effect the other way counts as inactive or inconclusive. An excerpt; the hit share may differ from the screen's.

SMILES	D1 potentiator	Vif-APOBEC3G blk	LDHA inh	D1 antag	RXFP1 agonist	Glioma ERSR ind	Vif-APOBEC3F blk	D1 agonist	D2 PAM
CC/C(=N/Nc1ccccc1)c1cnnc(SC)n1	1	-12%	-2	0	3.3%	0%	2%	1	-1
CCN(CC)S(=O)(=O)c1ccc(N/N=C(\C)c2ccc3c(c2)OCO3)c([N+](=O)[O-])c1	-3	-1%	-11	1	2.0%	0%	-11%	2	16
Cc1cccc(NCc2ccc(O)c3ncccc23)c1C	-6	5%	20	-1	0.9%	-2%	?	0	9
N#Cc1c(-c2ccccc2)cc(-c2ccccc2)nc1SCC(O)CS(=O)(=O)Cc1ccc(Cl)cc1 (stereo not drawn)	-1	-2%	-4	-4	3.9%	0%	1%	3	-3
Cc1cccc(CCNC(=O)CCS(=O)(=O)c2cc3c(cc2C)NC(=O)CO3)c1	2&-1	2%&-1%	-4&-3	17&-5	2.4%&-1.8%	-5%&-2%	-4%&-12%	6&1	4&7
O=C(Nc1ccc(Br)cc1)C1CC(O)CN1C(=O)Oc1ccccc1 (stereo not drawn)	-2	6%	-7	-2	1.4%	-1%	?	3	8
COc1ccc(OC(C)C(=O)Nc2ccccc2F)cc1 (stereo not drawn)	2	0%	-7	-29	1.9%	-3%	3%	0	-6
CCOC(=O)c1ccc(NC(=S)Nc2ccccn2)cc1	-4	2%	1	-2	3.2%	-10%	-5%	-1	4
COc1cc(C(C)=O)ccc1Oc1cnccn1	-6	0%	-12	-1	-0.3%	-1%	9%	1	1
CN(Cc1cccc(F)c1)C(=O)C1CC(=O)N(Cc2ccco2)C1 (stereo not drawn)	.	3%	2	.	.	-3%	-7%	.	.
CCCC(=O)NCCc1nc2ccccc2n1CC(=O)c1ccccc1	-1	0%	1	-12	-2.8%	-1%	6%	0	-5
CC(=O)c1ccc(NC(=O)Nc2ccccc2)cc1	-3	2%	-1	.	1.6%	-5%	-5%	21	-13
Cc1ccc(NC(=O)[C@@H](NC(=O)c2cccc(S(=O)(=O)N3CCOCC3)c2)C(C)C)cc1C	0	0%	-1	2	-0.3%	-4%	-1%	3	-7
CC(=O)OC1CCC2C3CCc4cc(O)ccc4C3CCC12C (stereo not drawn)	.	0%	-8	.	.	1%&-4%	2%	.	.
COc1cc(C(C)=O)ccc1OCC(O)CN1CCN(c2ccc(F)cc2)CC1 (stereo not drawn)	-4	0%	-3	-11	3.4%	2%	-25%	6	-15
COc1ccc(OC)c(NC(=O)c2nc3ccccc3s2)c1	0	0%	-11	9	0.0%	6%	-5%	2	12
COc1ccc(CN(CC(=O)NCc2ccccc2)C(=O)CCC(=O)Nc2nccs2)cc1	-2	4%	-7	-13	0.3%	-2%	-15%	2	8
COc1ccc(NC(=O)CSc2nc(-c3cc(OC)c(OC)c(OC)c3)[nH]c2-c2ccc(F)cc2)cc1	-6	-6%	-7	-21	0.2%	-1%	8%	0	-24
COc1ccc(-c2cn[nH]c2-c2ccc(OC)cc2O)cc1	2	0%	2	3	0.1%	-5%	5%	-1	3
CCCOc1ccc(C(=O)Nc2cccc(-c3nc4ccccc4[nH]3)c2)cc1	-2	-8%	0	-2	1.4%	0%	5%	0	-4

In another format: results already given
Each structure is followed by: D1 potentiator, Vif-APOBEC3G blk, LDHA inh, D1 antag, RXFP1 agonist, Glioma ERSR ind, Vif-APOBEC3F blk, D1 agonist, D2 PAM
CN(Cc1cccc(F)c1)C(=O)C1CC(=O)N(Cc2ccco2)C1 (stereo not drawn)
  ., 3%, 2, ., ., -3%, -7%, ., .
CCCC(=O)NCCc1nc2ccccc2n1CC(=O)c1ccccc1
  -1, 0%, 1, -12, -2.8%, -1%, 6%, 0, -5
CC(=O)c1ccc(NC(=O)Nc2ccccc2)cc1
  -3, 2%, -1, ., 1.6%, -5%, -5%, 21, -13
Cc1ccc(NC(=O)[C@@H](NC(=O)c2cccc(S(=O)(=O)N3CCOCC3)c2)C(C)C)cc1C
  0, 0%, -1, 2, -0.3%, -4%, -1%, 3, -7
CC(=O)OC1CCC2C3CCc4cc(O)ccc4C3CCC12C (stereo not drawn)
  ., 0%, -8, ., ., 1%&-4%, 2%, ., .
COc1cc(C(C)=O)ccc1OCC(O)CN1CCN(c2ccc(F)cc2)CC1 (stereo not drawn)
  -4, 0%, -3, -11, 3.4%, 2%, -25%, 6, -15
COc1ccc(OC)c(NC(=O)c2nc3ccccc3s2)c1
  0, 0%, -11, 9, 0.0%, 6%, -5%, 2, 12
COc1ccc(CN(CC(=O)NCc2ccccc2)C(=O)CCC(=O)Nc2nccs2)cc1
  -2, 4%, -7, -13, 0.3%, -2%, -15%, 2, 8
COc1ccc(NC(=O)CSc2nc(-c3cc(OC)c(OC)c(OC)c3)[nH]c2-c2ccc(F)cc2)cc1
  -6, -6%, -7, -21, 0.2%, -1%, 8%, 0, -24
COc1ccc(-c2cn[nH]c2-c2ccc(OC)cc2O)cc1
  2, 0%, 2, 3, 0.1%, -5%, 5%, -1, 3
CCCOc1ccc(C(=O)Nc2cccc(-c3nc4ccccc4[nH]3)c2)cc1
  -2, -8%, 0, -2, 1.4%, 0%, 5%, 0, -4

Following part.
SMILES	D1 potentiator	Vif-APOBEC3G blk	LDHA inh	D1 antag	RXFP1 agonist	Glioma ERSR ind	Vif-APOBEC3F blk	D1 agonist	D2 PAM
O=C(Nc1cccc(-c2cccc(F)c2)c1)C1CCN(C2CCOCC2)CC1	-4	2%	-5	-20	-1.2%	3%	9%	2	-5
CN1C(=O)Cc2cc(S(=O)(=O)CCC(=O)Nc3ccc(OC(F)(F)F)cc3)ccc21	-3	-1%	-4	8	-1.9%	-1%	1%	1	-1
O=C(CCS(=O)(=O)c1ccccc1)Nc1ccc(Cl)cn1	-1	-1%	-14	4	-4.7%	2%	-7%	0	11
COC(=O)c1ccc(C(=O)OC)c(NC(=O)COC(=O)C2CCC(C(C)(C)C)CC2)c1 (stereo not drawn)	-1	0%	-5	1	0.0%	-4%	-2%	1	-14
CCN(C(=O)COC(=O)/C=C/c1cccc([N+](=O)[O-])c1)c1c(N)n(Cc2ccccc2)c(=O)[nH]c1=O	0	2%	-2	5	-1.4%	-2%	5%	1	7
COC(=O)c1ccccc1NC(=O)Nc1ccc(C(=O)N2CCCC2)cc1	10	-6%	-3	11	1.7%	-4%	0%	3	16
CCCS(=O)(=O)N1CCN(CC2CC=CCC2)CC1 (stereo not drawn)	1	1%	-31*	1	-3.9%	-2%	-6%	0	-2
Cc1ccn2cc(CCNC(=O)c3ccc(Br)o3)nc2c1	-9	-10%	3	-23	1.7%	-1%	6%	2	-6
Cc1cccc(CNC(=O)CN2C(=O)CCCc3ccccc32)c1	-1	-2%	-3	3	3.5%	-3%	10%	-1	.
C=CCc1cc(C=Nc2ccc(N3CCOCC3)cc2)cc(OCC)c1O	.	-9%	21	.	.	1%	2%	.	.
CCN(CC)c1cc(C)c2cc(NC(=O)c3cccs3)ccc2n1	3	-8%	0	-22	-1.0%	0%	-12%	2	.
COc1ccccc1NS(=O)(=O)c1cc(C(=O)N2CCCC2)ccc1C	-6	1%	-3	-19	-1.0%	-3%	6%	3	-10
CN(c1ccccc1C(=O)Nc1cccc(C(F)(F)F)c1)S(C)(=O)=O	1	3%	-6	-2	1.8%	0%	6%	8	-1
CSc1nc(N)n2nc(-c3ccccc3)cc2n1	1	-9%	-8	-3	-0.1%	4%	2%	2	-4
CCOc1cc(/C=C2\NC(=O)NC2=O)cc([N+](=O)[O-])c1O	-2	1%	-1	2	-3.4%	-2%	3%	0	-7
COc1ccccc1CNC(=O)CN1C(=O)NC(c2ccccc2)(c2ccc(C)c(C)c2)C1=O (stereo not drawn)	-4	-13%	3	-17	-1.1%	-1%	10%	12	12
COc1ccc(C2CC(=O)c3c(O)cc(O)cc3O2)cc1O (stereo not drawn)	.	-7%	4	.	.	6%&3%	-8%	.	.
COc1ccc(OCC(=O)Nn2c(-c3ccc(C)cc3)nc3ccccc3c2=O)cc1	0	0%	-3	-4	5.8%	-6%	-8%	3	5
Cc1cc(C)n2nc(C(=O)OCC(=O)N(CC(C)C)CC(C)C)nc2n1	-6	0%	-5	.	0.4%	-5%	5%	-1	0
NC(=O)CC(NC(=O)Cc1cccc2ccccc12)c1ccc(NC2CCCCC2)c([N+](=O)[O-])c1 (stereo not drawn)	-2	5%	-8	4	-26%	1%	-2%	4	-1
CCOC(=O)C(=CNc1ccc(OC)cc1[N+](=O)[O-])C(=O)OCC	4	2%	0	4	2.6%	-2%	-6%	0	-4
Cc1cc(C)cc(OCC(=O)Nc2ccc(-c3nc4ccccc4o3)cc2)c1	-3	.	0&-4	-32*	20%	.	.	9	-5
CCC(C)NC(=O)c1sc2nc(C)c(C(=O)Nc3ccc(Cl)cc3)c(-c3ccc(Br)cc3)c2c1N (stereo not drawn)	1	1%	2	-2	17%	-3%	3%	23	.
Cc1ccccc1NC(=O)COC(=O)CNC(=O)c1sc2ccccc2c1Cl	3	1%	-12	-8	13%	-4%	3%	3	1
CCN(CC1COc2ccccc2O1)C(=S)Nc1ccccc1 (stereo not drawn)	0	5%	-4	-12	0.6%	-3%	-4%	4	-13
N#C/C(=C\c1cn(CC(=O)N2CCCC2)c2ccccc12)C(=O)NCc1ccc2c(c1)OCO2	-2	-6%	-4	3	-1.3%	-2%	-6%	5	-12
